Screening data: PubChem BioAssay, several laboratories
MsrA inhibitor: bovine MsrA enzyme inhibitors, primary screen, biochemical, absorbance, HTS; Methionine sulfoxide reductase A (Bos taurus); purified bovine MsrA, absorbance read-out; inhibition, % at 15.5 µM; hit rate 0.75% among 360,000; AID 651718, 2012; in the data active = inhibition above about 4.5%;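 note: 0% = vehicle wells with enzyme and 100% = reference inhibitor wells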
CendR NRP1 mod: modulators of CendR peptide binding to NRP-1, primary screen, biochemical, fluorescence polarization, uHTS; Neuropilin-1 (Homo sapiens), O14786; FAM-RPARPAR peptide binding to NRP-1; inhibition, % at 25 µM; hit rate 0.85% among 360,000; AID 602438, 2012;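 active = inhibition or corrected inhibition above about 18%, plus a signal ratio from 0.5 to 1.5, limit read from the data, passing the limit was not always enough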; note: strong numbers were not always called active
Target sequence (O14786 whole entry, looked up): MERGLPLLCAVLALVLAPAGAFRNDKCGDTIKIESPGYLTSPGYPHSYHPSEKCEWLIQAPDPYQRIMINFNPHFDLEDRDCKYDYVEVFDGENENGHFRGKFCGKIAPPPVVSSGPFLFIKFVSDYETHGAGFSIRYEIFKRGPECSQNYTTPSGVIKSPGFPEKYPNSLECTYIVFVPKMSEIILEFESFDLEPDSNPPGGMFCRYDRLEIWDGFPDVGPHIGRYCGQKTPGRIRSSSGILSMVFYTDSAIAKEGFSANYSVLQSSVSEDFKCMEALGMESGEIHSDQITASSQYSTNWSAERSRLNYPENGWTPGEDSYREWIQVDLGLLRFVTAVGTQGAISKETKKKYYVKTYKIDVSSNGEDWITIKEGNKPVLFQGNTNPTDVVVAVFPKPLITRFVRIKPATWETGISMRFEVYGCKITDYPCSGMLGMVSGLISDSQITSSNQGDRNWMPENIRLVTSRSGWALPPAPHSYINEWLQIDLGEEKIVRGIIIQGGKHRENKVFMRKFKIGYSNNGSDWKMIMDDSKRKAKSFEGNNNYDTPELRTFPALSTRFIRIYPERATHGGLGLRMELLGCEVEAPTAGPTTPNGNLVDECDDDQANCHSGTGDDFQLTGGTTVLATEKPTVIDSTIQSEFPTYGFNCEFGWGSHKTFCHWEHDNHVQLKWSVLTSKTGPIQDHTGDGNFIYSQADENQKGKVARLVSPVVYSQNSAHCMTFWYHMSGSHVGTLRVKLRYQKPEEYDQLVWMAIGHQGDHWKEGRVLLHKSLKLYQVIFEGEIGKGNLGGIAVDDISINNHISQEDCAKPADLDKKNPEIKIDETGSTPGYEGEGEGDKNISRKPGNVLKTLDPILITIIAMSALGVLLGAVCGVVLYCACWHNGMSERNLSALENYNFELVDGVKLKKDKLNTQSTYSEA
MsrA act: bovine MsrA enzyme activators, primary screen, biochemical, absorbance, HTS | activation, % at 10.6 µM | hit rate 0.3% among 360,000 | Methionine sulfoxide reductase A (Bos taurus) | purified bovine MsrA, absorbance read-out; in the data active = activation above about 7.5%;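 note: 0% = vehicle and 100% = reference activator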
LMPTP inh: LMPTP phosphatase inhibitors, primary screen, biochemical, fluorescence intensity, uHTS; hit rate 0.22% among 360,000; inhibition, % at 20 µM; recombinant LMPTP-A, OMFP fluorogenic substrate; AID 651560, 2012; Low molecular weight phosphotyrosine protein phosphatase (Homo sapiens), P24666;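 active = compounds that cut the enzyme signal by at least half of the control window in the single-dose screen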;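 note: plate controls were DMSO wells with enzyme plus substrate for no effect and substrate without enzyme for full effect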
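Test system: LMPTP-A, protein tyrosine phosphatase of low molecular weight; Input: 0.625 nM enzyme; Incubation: 50 min dark incubation at room temperature; Signal: endpoint fluorescence intensity from OMFP dephosphorylation; Read-out basis: % inhibition versus control wells.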
Scp1 inh: Scp-1 phosphatase inhibitors, primary screen, biochemical, colorimetric, uHTS | Carboxy-terminal domain RNA polymerase II polypeptide A small phosphatase 1 (Homo … | Recombinant Scp1, phosphopeptide, malachite green phosphate absorbance | inhibition, % at 20 µM | hit rate 0.88% among 340,000 | AID 493091, 2011;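 active = inhibition above about 50% at 20 µM, limit read from the data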;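 note: plate controls were DMSO wells with enzyme for no effect and wells lacking enzyme for full effect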
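System: truncated SCP-1 phosphatase (76-261aa); medium: Tris acetate buffer pH 5.5 with MgCl2 and Tween-20; incubation: 45 min room-temperature reaction, 5 min colour, 30 min stabiliser; compound: single 20 µM dose, 1% DMSO; reagent: Phosphorylated 17-residue peptide substrate; read-out: % inhibition at 20 µM; technique: colorimetric free-phosphate detection, absorbance 630 nm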
DNMT1 inh: human DNMT1 methyltransferase inhibitors, primary screen, biochemical, molecular beacon, fluorescence, HinP1I cleavage, uHTS. hit rate 0.83% among 360,000. inhibition (reported as % activation of signal), % at 10 µM; in the data active = inhibition above about 50%
STEP block: STEP phosphatase inhibitors, primary screen, biochemical, fluorescence intensity, uHTS | inhibition, % at 20 µM | recombinant STEP, OMFP fluorogenic substrate | hit rate 0.25% among 360,000;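 active = inhibition at 20 µM, scaled per plate between control wells, above about 37%, limit read from the data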;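 note: 0% = DMSO with enzyme and substrate and 100% = substrate only without enzyme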
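System: isolated STEP enzyme; schedule: 20 min enzyme reaction at room temperature, protected from light; medium: Bis-Tris buffer pH 6.0, 2.5 mM DTT, 0.005% Tween 20; signal: fluorescence, 480/540 nm; dosing: single compound dose of 20 µM, 1% DMSO final; also added: OMFP substrate, 25 µM final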
TbMetRS inhib: T. brucei MetRS inhibitors, primary screen, biochemical, luminescence. AID 624268, 2012. hit rate 0.4% among 360,000. methionyl-tRNA synthetase (Trypanosoma brucei brucei). inhibition, % at 11.9 µM. purified T. brucei MetRS, ATP depletion, Kinase-Glo luminescence;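 active = inhibition above a per-plate cutoff of the control wells' mean inhibition plus 3 SD, cut at about 5.5% in these data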;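 note: 0% = DMSO wells median and 100% = median of wells with control inhibitor compound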
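Material: parasite MetRS enzyme / Replication: singlicate, one well per compound / Signal: luminescence of leftover ATP / Schedule: 2 h aminoacylation at 25 °C after 15 min preincubation / Medium: HEPES-MgCl2-KCl buffer plus DTT, spermine, BSA, pyrophosphatase / Doses: 11.9 µM single point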
eLon inh: inhibitors of E. coli Lon protease, primary screen, biochemical, fluorescence polarization; P0A9M0; purified E. coli Lon protease; inhibition, % at 7.94 µM; hit rate 0.42% among 360,000; in the data active = inhibition above about 13%, passing the limit was not always enough;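 note: 0% = enzyme with probe and DMSO and 100% = no enzyme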
SUMO1-SIM PPI: modulators of SUMO1 protein-protein interactions, primary screen, biochemical, uHTS; inhibition, % at 20 µM; SUMO1 binding to a labelled peptide, TR-FRET, 1 h; hit rate 0.33% among 360,000; Small ubiquitin-related modifier 1 (Homo sapiens), P63165; in the data active = inhibition above about 37%
Target sequence (P63165 whole entry, looked up): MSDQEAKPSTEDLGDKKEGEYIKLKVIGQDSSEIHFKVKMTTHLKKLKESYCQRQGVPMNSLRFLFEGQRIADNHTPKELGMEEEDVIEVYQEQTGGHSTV
* marks the source's active call; other numbers are inactive results; . = no result given.

SMILES | MsrA inhibitor | CendR NRP1 mod | MsrA act | LMPTP inh | Scp1 inh | DNMT1 inh | STEP block | TbMetRS inhib | eLon inh | SUMO1-SIM PPI
O=c1c2[nH]c3cccc(Cl)c3c2ncn1CC1CCCO1 (stereo not drawn) | 0.6 | -12 | -2 | 0.0 | -8 | 0 | 0 | -0.3 | 3 | -1
Cc1ccc(C(=O)Nc2nnc(S(=O)(=O)N3CCCCCC3)s2)cc1 | 0.3 | -3 | -10 | 0.1 | 10 | 3 | 0 | -1.1 | 3 | 4
Cc1cc(C)n(CC(O)Cn2c3ccccc3c3ccccc32)c(=O)n1 (stereo not drawn) | 1.5 | -30 | -2 | -0.9 | -2 | -2 | -1 | -0.8 | -1 | -2
CSc1cc(-c2ccco2)oc1C(=O)c1ccco1 | 3.9 | -29 | -3 | 1.8 | -10 | 13 | 3 | -0.2 | -5 | -3
COc1cc(S(=O)(=O)N(CCc2ccccc2)Cc2cccs2)ccc1-n1cnnn1 | 0.2 | 12 | -3 | 0.3 | -9 | 0 | 0 | -0.8 | -4 | 0
COc1ccc(CN(CC(=O)NCc2ccccc2)C(=O)c2csnn2)cc1 | -0.7 | 8 | -12 | 0.0 | 6 | 14 | 0 | -1.0 | 2 | -1
COc1cc(Cl)ccc1OCc1cc(C(=O)N2CCCCCCC2)no1 | -0.5 | 0 | -4 | 1.5 | -13 | -1 | 0 | -0.3 | 4 | 1
O=C(CSc1nc2ccccc2[nH]1)N1CCN(C(=O)c2ccco2)CC1 | 0.2 | 6 | -3 | -2.0 | -12 | 1 | 1 | 0.7 | 11 | -2
O=C(COc1cccc2ccccc12)N1c2ccccc2CCc2ccccc21 | 0.7 | -2 | -5 | 6.5 | -8 | -9 | 0 | -0.6 | 1 | 1
Cn1c(N)c(C(=O)COC(=O)Cc2ccc(Cl)cc2Cl)c(=O)n(C)c1=O | 1.8 | -9 | -2 | 0.6 | -10 | 4 | 1 | 0.1 | 1 | 13
Cn1cnc2cc(OC(=O)c3ccccc3)ccc21 | -0.2 | -13 | -9 | -1.2 | 6 | -2 | -2 | -0.3 | -1 | 4
CC1CCN(C(=O)c2ccc3c(c2)OCO3)CC1 | -1.8 | 18 | -6 | -1.3 | 7 | 3 | -2 | -0.8 | 10 | 2
Cc1ccc(C(C)CCN2CCC(n3nccc3NC(=O)c3ccccc3)CC2)o1 (stereo not drawn) | 0.3 | 16 | -3 | 3.2 | -5 | -1 | 0 | 0.1 | -5 | 1
O=C(O)C1CC(=O)N(CCc2ccc(F)cc2)C1 (stereo not drawn) | -0.6 | 10 | -10 | -1.5 | 11 | 8 | -1 | -1.0 | 5 | 4
Cc1cc(O)c(-c2cc(O)c(C)cc2O)cc1O | 0.0 | 4 | -11 | 1.5 | 3 | -3 | 4 | -0.6 | 13 | 0
CCCCNC(=S)NNC(=O)c1ccoc1C | 0.4 | -5 | -2 | 0.1 | -3 | 0 | -2 | 0.3 | -13 | -2
Cc1nc2ccccc2nc1-c1ccc([N+](=O)[O-])cc1 | 1.5 | 14 | -5 | -0.4 | 3 | -1 | -1 | 0.1 | -3 | -37
CC(=O)Nc1ccccc1C(=O)C(=O)Nc1ccc(C(=O)N2CCOCC2)cc1 | 1.4 | 11 | 0 | -1.3 | -4 | -2 | 0 | -0.8 | 3 | -1
Cc1ccc(-n2ncc3c2CCCC3NC(=O)c2cnccn2)cc1C (stereo not drawn) | 1.0 | 4 | -3 | 2.2 | -8 | 0 | 0 | -0.3 | 11 | 4
COc1ccc(CCN(Cc2ccccn2)C(=S)Nc2cccc(SC)c2)cc1OC | -0.5 | -2 | -3 | -1.4 | 1 | -1 | 15 | -0.8 | 8 | -3
Cn1cnc(S(=O)(=O)N2CCN(C(c3ccc(F)cc3)c3ccc(F)cc3)CC2)c1 | -0.7 | 0 | -1 | 1.2 | -8 | 2 | -1 | -0.4 | -6 | 4
COc1ccc(C(CNC(=O)Nc2ccc(Cl)cc2)N2CCN(C)CC2)cc1 (stereo not drawn) | 0.6 | 2 | -3 | -0.3 | -2 | -2 | -4 | 15* | 2 | 1
Clc1ccc2nncn2n1 | -1.7 | 9 | -6 | 0.4 | -4 | 0 | -2 | -1.1 | 4 | 1
COc1cc(C(=O)Nc2scc(-c3ccccc3)c2C(=O)O)cc(OC)c1OC | 1.8 | -6 | -4 | 0.2 | -10 | 3 | 6 | -0.8 | -7 | 6
CCc1nc2ccc(C(=O)NCCCn3ccnc3)cn2c1N(C)C(=O)C1CCCCC1 | 0.1 | -11 | -11 | -3.3 | . | 2 | -3 | 2.2 | -7 | -3
(list continues)
SMILES | MsrA inhibitor | CendR NRP1 mod | MsrA act | LMPTP inh | Scp1 inh | DNMT1 inh | STEP block | TbMetRS inhib | eLon inh | SUMO1-SIM PPI
CC1CCCC(NC(=O)COC(=O)CCC(=O)c2ccc(F)cc2)C1C (stereo not drawn) | 1.6 | 2 | -2 | 0.8 | 0 | 2 | 1 | -0.2 | 2 | 2
Cc1ccc(CN=c2c([N+](=O)[O-])nn(-c3cccc(Cl)c3)n2O)cc1 | 0.0 | 9 | -3 | 1.3 | -5 | 3 | 14 | -0.5 | -6 | -33
Cn1nccc1C(=O)N1CCN(c2ccccc2Cl)CC1 | 0.0 | 22 | -4 | -1.7 | -5 | 0 | -2 | -0.4 | -9 | -5
C#CCN(C(=O)C1CCC(=O)N(CCc2cccc(F)c2)C1)C1CCCCC1 (stereo not drawn) | -0.1 | -14 | 0 | -2.4 | . | -3 | -2 | 1.0 | 2 | 5
O=C(CSc1nnc(-c2ccoc2)o1)N1CCOCC1 | 1.1 | 0 | 1 | -1.0 | 2 | -3 | 0 | 0.1 | 0 | 1
Cc1nnc(NC(=O)CSc2nccn2Cc2ccc(F)cc2)s1 | 0.5 | 8 | -2 | -0.9 | -2 | 0 | -2 | -0.1 | 4 | 8
CCOC(=O)c1cnn(-c2ccccc2)c1NC(=O)c1ccccc1 | 1.4 | -10 | -3 | 0.2 | -1 | 0 | -2 | 0.1 | -3 | 2
CSc1nnc2c(=O)[nH]c(=O)n(C)c2n1 | 0.8 | -1 | -8 | 0.2 | -2 | -1 | -5 | -0.2 | -3 | -21
NS(=O)(=O)c1ccc2c(c1)C(=NO)c1cc(S(N)(=O)=O)ccc1-2 | -0.7 | 3 | 2 | -0.9 | -6 | 1 | 1 | 0.1 | -2 | -32
N#Cc1ccc(C(=O)NC2CCCc3ccccc32)cc1 (stereo not drawn) | 0.8 | -5 | -3 | -0.7 | -7 | 3 | 0 | 0.6 | 3 | -2
Cc1cc(=O)[nH]c(SCC(=O)c2c(N)n(C)c(=O)n(C)c2=O)n1 | 0.1 | 3 | -7 | -1.1 | 1 | 2 | 0 | -1.5 | -14 | 4
COC(=O)c1sc(NC(=O)CSc2nncs2)c(C(=O)OC)c1C | -0.9 | -20 | -1 | 0.3 | -6 | -3 | -2 | -0.2 | -1 | 0
O=C(CNC(=O)c1ccccc1C(=O)O)c1ccccc1 | 0.4 | 6 | 0 | -1.0 | -5 | -2 | 0 | -0.8 | 8 | -3
COc1ccc(S(=O)(=O)N2CCOCC2)cc1NC(=O)CSc1ccc(F)cc1 | -0.3 | -1 | -4 | -0.9 | -7 | -1 | 4 | -0.3 | -6 | 2
Cc1cc(C(=O)CSc2nc(N)cc(N)n2)c(C)n1-c1cccc(C(F)(F)F)c1 | 0.6 | 11 | 0 | 3.0 | 4 | -19 | -1 | -0.3 | -7 | 4
Cc1ccc(OCCN2C(=O)c3ccccc3C2=O)c([N+](=O)[O-])c1 | 1.1 | 0 | -2 | 0.1 | -9 | -3 | 2 | 0.3 | 0 | -9
COc1cccc(OC)c1C(=O)NNC(=O)c1ccc(F)cc1 | -1.3 | 0 | -3 | -3.1 | -5 | -2 | 4 | -0.7 | 8 | 3
Cc1ccc(CCc2nnc(SCC(=O)Nc3ccccc3Cl)n2-c2ccccc2)o1 | -0.6 | 10 | 4 | -1.5 | 0 | 2 | -2 | -0.8 | 0 | -4
Cc1ccc(C)c(NC(=O)c2ccc(N(C)S(C)(=O)=O)cc2)c1 | 0.4 | -1 | -3 | -0.9 | -7 | -3 | 1 | 0.3 | 1 | 1
CC(NC(=O)c1ccc(Cl)cc1)c1nnc(SCC(=O)NC2=NCCS2)n1C (stereo not drawn) | -0.8 | -3 | -7 | -0.7 | 1 | 16 | -1 | -0.6 | -6 | 3
CC1Cc2ccccc2N1C(=O)CNc1ccccc1N1CCCCC1 (stereo not drawn) | 0.7 | -9 | -3 | 2.5 | -3 | 0 | 6 | -0.4 | 1 | -2
NCCCC[C@H](NC(=O)C1CCNCC1)c1nnc([C@@H](N)CO)o1 | -0.6 | 13 | -1 | -8.7 | -2 | -11 | -2 | -0.2 | -1 | -47
Cc1ccc(CCNC(=O)C2CCC(=O)N2Cc2cccnc2)cc1 (stereo not drawn) | 0.5 | 2 | -12 | -1.0 | 5 | 2 | -2 | -1.7 | -1 | -1
c1ccc(-c2nnc(N3CCOCC3)c3ccccc23)cc1 | 1.9 | -7 | -4 | 0.5 | -7 | 4 | -2 | -0.5 | -5 | 3

Arranged by the number under SUMO1-SIM PPI (low to high): 3 from the list above
SMILES | MsrA inhibitor | CendR NRP1 mod | MsrA act | LMPTP inh | Scp1 inh | DNMT1 inh | STEP block | TbMetRS inhib | eLon inh | SUMO1-SIM PPI
NCCCC[C@H](NC(=O)C1CCNCC1)c1nnc([C@@H](N)CO)o1 | -0.6 | 13 | -1 | -8.7 | -2 | -11 | -2 | -0.2 | -1 | -47
NS(=O)(=O)c1ccc2c(c1)C(=NO)c1cc(S(N)(=O)=O)ccc1-2 | -0.7 | 3 | 2 | -0.9 | -6 | 1 | 1 | 0.1 | -2 | -32
Cc1ccc(CCc2nnc(SCC(=O)Nc3ccccc3Cl)n2-c2ccccc2)o1 | -0.6 | 10 | 4 | -1.5 | 0 | 2 | -2 | -0.8 | 0 | -4

No new results follow: an excerpt of the list.
SMILES | MsrA inhibitor | CendR NRP1 mod | MsrA act | LMPTP inh | Scp1 inh | DNMT1 inh | STEP block | TbMetRS inhib | eLon inh | SUMO1-SIM PPI
CC1CCCC(NC(=O)COC(=O)CCC(=O)c2ccc(F)cc2)C1C (stereo not drawn) | 1.6 | 2 | -2 | 0.8 | 0 | 2 | 1 | -0.2 | 2 | 2
Cc1ccc(CN=c2c([N+](=O)[O-])nn(-c3cccc(Cl)c3)n2O)cc1 | 0.0 | 9 | -3 | 1.3 | -5 | 3 | 14 | -0.5 | -6 | -33
